Screening data: PubChem, several laboratories
NR2E3 ag-1: agonists of human NR2E3 nuclear receptor; AID 602229; inhibition of corepressor binding, % at 3.98 µM; actives 0.35% (n = 360,000); CHO-S Gal4-NCOR/VP16-NR2E3 two-hybrid, luciferase;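 active means inhibition above the mean of all tested compounds plus 3 SD, cut at about 70% in these data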;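 further: 0% = DMSO with NR2E3 transfected cells and 100% = cells lacking NR2E3 construct; higher means lower luciferase signal from less NR2E3 corepressor binding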
Shn3 3UTR inh: inhibitors of Schnurri-3 3'UTR reporter in osteoblasts | inhibition, % at 12.5 µM | Clone20 osteoblast Shn3 3'UTR firefly luciferase, 24 h | actives 0.52% (n = 360,000);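 active means mean inhibition of at least 75% with every replicate also reaching 75%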;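 further: 0% = median of neutral control wells and 100% = pilot-screen positive control compound; some compounds past the cut are filed as inactive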
m5-HT2A agonist: agonists of mouse serotonin 5-HT2A receptor (HTR2A); AID 624169; activation, % at 7.6 µM; CHO-K1 mHTR2A beta-arrestin complementation, luminescence; percent of 30 µM serotonin response; actives 0.66% (n = 360,000); P35363;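 active means activation above a run cutoff, the mean activation of all tested compounds plus 3 SD, cut at about 14% in these data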;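 further: 0% = plate median of compound wells and 100% = 30 µM serotonin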
Target sequence (P35363 whole entry, looked up): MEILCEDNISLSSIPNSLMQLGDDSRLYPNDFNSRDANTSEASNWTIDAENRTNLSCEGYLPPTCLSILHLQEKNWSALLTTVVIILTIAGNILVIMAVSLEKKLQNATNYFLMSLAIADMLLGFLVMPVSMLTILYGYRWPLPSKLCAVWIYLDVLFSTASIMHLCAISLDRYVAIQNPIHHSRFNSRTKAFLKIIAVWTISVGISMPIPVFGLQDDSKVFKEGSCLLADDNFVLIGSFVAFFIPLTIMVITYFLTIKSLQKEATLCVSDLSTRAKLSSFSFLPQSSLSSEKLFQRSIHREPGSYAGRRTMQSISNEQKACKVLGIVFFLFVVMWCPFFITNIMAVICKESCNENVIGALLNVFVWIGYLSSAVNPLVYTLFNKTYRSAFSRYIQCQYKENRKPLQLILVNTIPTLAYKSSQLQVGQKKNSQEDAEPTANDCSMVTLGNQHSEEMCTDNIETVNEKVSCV
HIF-2a block: blocks HIF-2a reporter activity | 786-0 RCC cells HIF-2a reporter, luciferase luminescence, overnight | inhibition, % at 18.8 µM | actives 0.72% (n = 360,000);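 active means inhibition of the luminescence signal of 40% or more relative to plate controls, in a single-dose primary screen at 18.75 µM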
PDI inh: inhibitors of human protein disulfide isomerase; inhibition, % at 10 µM; P07237; actives 0.052% (n = 350,000); PDI insulin aggregation turbidity, A650, 90 min;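 active means mean inhibition across replicates of 30% or more, whatever share of single replicates reach that level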;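 further: absorbance from insulin aggregation driven by PDI reduction with DTT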
Target sequence (P07237 whole entry, looked up): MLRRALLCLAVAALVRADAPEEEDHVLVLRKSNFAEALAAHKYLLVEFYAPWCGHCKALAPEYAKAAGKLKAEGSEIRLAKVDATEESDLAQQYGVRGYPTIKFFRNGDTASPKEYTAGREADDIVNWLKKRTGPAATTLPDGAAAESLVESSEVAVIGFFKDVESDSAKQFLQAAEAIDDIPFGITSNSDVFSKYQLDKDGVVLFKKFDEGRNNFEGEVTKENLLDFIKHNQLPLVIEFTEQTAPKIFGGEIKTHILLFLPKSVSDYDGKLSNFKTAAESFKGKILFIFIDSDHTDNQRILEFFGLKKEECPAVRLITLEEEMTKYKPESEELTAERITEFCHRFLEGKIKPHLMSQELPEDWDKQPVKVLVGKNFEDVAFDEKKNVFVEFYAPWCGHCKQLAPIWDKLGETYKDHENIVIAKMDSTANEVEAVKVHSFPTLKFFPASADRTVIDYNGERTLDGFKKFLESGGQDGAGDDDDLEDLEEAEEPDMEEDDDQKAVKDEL
NR2E3 ag-2: activates human photoreceptor nuclear receptor NR2E3; actives 0.12% (n = 320,000); AID 2300; GST-NR2E3/biotin-RetCOR TR-FRET, 1536-well; Q9Y5X4; inhibition of corepressor binding, % at 4.78 µM;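 active means percent inhibition above the cutoff of mean plus 3 SD of all tested compounds, set per screening campaign, cut at about 20% in these data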;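 further: 0% = DMSO wells and 100% = biotin wells as full block of FRET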
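System: GST-tagged NR2E3 plus biotinylated RetCOR corepressor; Buffer or medium: pH 7.5 Tris-based buffer; Probe or stimulus: RetCOR corepressor, biotinylated, 7 nM; Doses: compound at 4.8 µM, single dose; Schedule: 5 h incubation at 4 °C; Technique: time-resolved FRET; Evaluation: percent inhibition of TR-FRET ratio; Replication: one well per compound, singlicate testing.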
Cardio protect: modulators protecting cardiomyocytes from myocardial damage. H9c2 cardiomyocytes, H2O2 injury protection, ATPLite, 2 h. protection from H2O2 cell death, % at 20 µM. actives 0.63% (n = 360,000);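 active means compounds giving at least 50% protection of heart cells from peroxide-induced death in the single-dose screen, raw or plate-pattern-corrected value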;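 further: 0% = DMSO wells with peroxide and 100% = DMSO wells without peroxide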
iPSC survival up: enhancers of human iPSC single-cell survival. hiPSC single-cell survival, ATPlite luminescence; 100% = ROCK inhibitor wells, 0% = DMSO. survival enhancement, % at 20 µM. actives 0.044% (n = 360,000); in the data active means survival enhancement above about 18%;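 further: cells exposed to compounds for 16 hours before the ATP read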
Peg3 prom inh: Peg3 promoter activity inhibition; HeLa PEG-Prom luciferase reporter, luminescence, overnight; inhibition, % at 20 µM; actives 1.7% (n = 360,000); AID 588405;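 active means inhibition of at least 50% at 20 µM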
MITF TRPM1 inh: reduces MITF-dependent TRPM1 promoter luciferase signal. actives 0.83% (n = 330,000). SK-MEL-5 TRPM1 promoter luciferase, 24 h. inhibition, % at 12.5 µM;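 active means mean inhibition across replicates of 60% or more, whatever share of single replicates reaches that level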; further: values of inactives mirror those of a sister screen read the other way
CaV13 FRET inh: Disruptors of the CACNA1D IQ motif to Ca2+-dependent inactivation inhibitor domain association, primary screening, Förster resonance energy transfer in intact living …; HEK cells, CFP/YFP FRET ICDI-IQ, plate reader, 10 min; percent FRET-ratio fall versus neutral wells; inhibition, % at 12.3 µM; actives 0.098% (n = 340,000); AID 743397;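 active means mean replicate inhibition of at least 30% and at least 1% of replicates passing that level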;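 further: 0% = median of the neutral control wells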
Numbers without * were called inactive.

Sample of the layout:
Screening O=C(NC(=S)Nc1ccc2ncccc2c1)c1ccccc1 returned NR2E3 ag-1 -97, Shn3 3UTR inh -24, m5-HT2A agonist 2, HIF-2a block -278, PDI inh -2, NR2E3 ag-2 -2, Cardio protect -6, iPSC survival up -0.3, Peg3 prom inh -276, MITF TRPM1 inh -72 and CaV13 FRET inh 2.
For Cc1cnc(C(=O)Nc2cccc3cccnc23)cn1 the results were NR2E3 ag-1 77*, Shn3 3UTR inh 56, m5-HT2A agonist -1, HIF-2a block -108, PDI inh 0, Cardio protect -11, iPSC survival up -0.7, Peg3 prom inh -42, MITF TRPM1 inh 27 and CaV13 FRET inh -14.

The listing (from the top)
Screening O=C(NC(=S)Nc1ccc2ncccc2c1)c1ccccc1 returned NR2E3 ag-1 -97, Shn3 3UTR inh -24, m5-HT2A agonist 2, HIF-2a block -278, PDI inh -2, NR2E3 ag-2 -2, Cardio protect -6, iPSC survival up -0.3, Peg3 prom inh -276, MITF TRPM1 inh -72 and CaV13 FRET inh 2.
For Cc1cnc(C(=O)Nc2cccc3cccnc23)cn1 the results were NR2E3 ag-1 77*, Shn3 3UTR inh 56, m5-HT2A agonist -1, HIF-2a block -108, PDI inh 0, Cardio protect -11, iPSC survival up -0.7, Peg3 prom inh -42, MITF TRPM1 inh 27 and CaV13 FRET inh -14.
For CCn1c(C)cc(/C=C2/SC(=S)N(CC(=O)O)C2=O)c1C the results were NR2E3 ag-1 -25, Shn3 3UTR inh 3, m5-HT2A agonist -5, HIF-2a block 23, PDI inh -5, NR2E3 ag-2 1, Cardio protect -20, iPSC survival up 2.2, Peg3 prom inh 23, MITF TRPM1 inh 18 and CaV13 FRET inh -14.
For CCOC(=O)c1sc2nc(-c3ccccc3)ccc2c1N the results were NR2E3 ag-1 -87, Shn3 3UTR inh -26, m5-HT2A agonist -3, HIF-2a block -193, PDI inh -2, NR2E3 ag-2 3, Cardio protect -16, iPSC survival up -3.6, Peg3 prom inh -297, MITF TRPM1 inh -34 and CaV13 FRET inh -7.
`CC(=O)C[C@@H](O)CC(=O)[C@@H]1OC(=O)[C@H](C)CCCCc2ccccc21` gave NR2E3 ag-1 -10, Shn3 3UTR inh -4, m5-HT2A agonist -6, HIF-2a block 7, PDI inh 10, Cardio protect 3, iPSC survival up -1.4, Peg3 prom inh -17, MITF TRPM1 inh 3 and CaV13 FRET inh -3.
For O=S(=O)(c1ccc(Sc2nnc3ccccn23)nc1)N1CCOCC1 the results were NR2E3 ag-1 -8, Shn3 3UTR inh 27, m5-HT2A agonist -1, HIF-2a block 8, PDI inh -3, NR2E3 ag-2 4, Cardio protect 1, iPSC survival up 2.6, Peg3 prom inh -2, MITF TRPM1 inh 10 and CaV13 FRET inh -4.
`Cc1cc(=O)[nH]c(SCC(=O)Nc2ccccc2[N+](=O)[O-])n1` gave NR2E3 ag-1 -19, m5-HT2A agonist 0, HIF-2a block 11, PDI inh -4, NR2E3 ag-2 -1, Cardio protect 11, iPSC survival up -0.2, Peg3 prom inh -2, MITF TRPM1 inh 6 and CaV13 FRET inh 6.
Screening O=C(NCc1ccco1)c1ccc(F)c(S(=O)(=O)N2CCCCC2)c1 returned NR2E3 ag-1 -20, Shn3 3UTR inh -20, m5-HT2A agonist 0, HIF-2a block -10, PDI inh -3, NR2E3 ag-2 5, Cardio protect 0, iPSC survival up -0.7, Peg3 prom inh 0, MITF TRPM1 inh 5 and CaV13 FRET inh -3.
O=C(O)c1cc(N2N=C(C(F)(F)F)/C(=C/C=C/c3ccco3)C2=O)ccc1Cl was read as NR2E3 ag-1 -19, Shn3 3UTR inh -5, m5-HT2A agonist 2, HIF-2a block 15, PDI inh 5, Cardio protect 1, iPSC survival up -1.4, Peg3 prom inh 14, MITF TRPM1 inh 17 and CaV13 FRET inh -7.
Screening CCOc1ccc(C(=O)NCC(C)CN(C)C)cc1OCC (configuration not stated) returned NR2E3 ag-1 -14, Shn3 3UTR inh 19, m5-HT2A agonist 4, HIF-2a block 3, PDI inh -1, NR2E3 ag-2 -4, Cardio protect 4, iPSC survival up 3.5, Peg3 prom inh -6, MITF TRPM1 inh 6 and CaV13 FRET inh -5.
For Cc1cc(C)cc(CC2CC(=O)N(c3cc(C)ccc3C)C2=O)c1 (configuration not stated) the results were NR2E3 ag-1 -10, Shn3 3UTR inh 17, m5-HT2A agonist -5, HIF-2a block 1, PDI inh -8, Cardio protect -2, iPSC survival up -0.1, Peg3 prom inh 4, MITF TRPM1 inh 4 and CaV13 FRET inh -4.
COc1ccc(NC(=O)CSc2nc(N)cc(=O)[nH]2)cc1S(=O)(=O)N1CCCCC1 was read as NR2E3 ag-1 5, Shn3 3UTR inh 3, m5-HT2A agonist 4, HIF-2a block 3, PDI inh 1, Cardio protect 9, iPSC survival up 0.0, Peg3 prom inh -12, MITF TRPM1 inh -2 and CaV13 FRET inh -6.
`S=c1[nH]nc(-c2cc(-c3ccccc3)n[nH]2)n1/N=C/C(Br)=C/c1ccccc1` gave NR2E3 ag-1 0, Shn3 3UTR inh 74, m5-HT2A agonist 1, HIF-2a block 26, PDI inh -6, NR2E3 ag-2 0, Cardio protect 0, iPSC survival up -0.3, Peg3 prom inh 108* and CaV13 FRET inh -3.
`Cc1ccc(C(=O)C(C)OC(=O)CNC(=O)c2ccc(Br)o2)cc1` (configuration not stated) gave NR2E3 ag-1 14, Shn3 3UTR inh 1, m5-HT2A agonist -2, HIF-2a block 17, PDI inh -3, NR2E3 ag-2 -1, Cardio protect -2, iPSC survival up -0.4, Peg3 prom inh -4, MITF TRPM1 inh 8 and CaV13 FRET inh -6.
`CCCCC(=O)NNC(=O)CC(=O)Nc1ccccc1C(=O)O` gave NR2E3 ag-1 -5, Shn3 3UTR inh 17, m5-HT2A agonist -1, HIF-2a block 13, PDI inh -8, NR2E3 ag-2 0, Cardio protect 4, iPSC survival up -0.5, Peg3 prom inh 15, MITF TRPM1 inh -2 and CaV13 FRET inh -4.
`Cc1ccc(OCC(=O)OC2CCS(=O)(=O)C2)cc1` (configuration not stated) gave NR2E3 ag-1 7, Shn3 3UTR inh -7, m5-HT2A agonist 3, HIF-2a block 3, PDI inh 3, NR2E3 ag-2 -3, Cardio protect 3, iPSC survival up -1.4, Peg3 prom inh -1, MITF TRPM1 inh 15 and CaV13 FRET inh -3.
Screening Cc1ccc(S(=O)(=O)N/N=C/c2cccs2)cc1 returned NR2E3 ag-1 -6, Shn3 3UTR inh -1, m5-HT2A agonist -5, HIF-2a block 5, PDI inh -2, NR2E3 ag-2 2, Cardio protect -10, iPSC survival up -3.2, Peg3 prom inh 15, MITF TRPM1 inh 1 and CaV13 FRET inh -5.
Screening Cc1onc(-c2ccccc2)c1C(=O)N1CCN(Cc2ccccc2)CC1 returned NR2E3 ag-1 -15, Shn3 3UTR inh -19, m5-HT2A agonist 0, HIF-2a block 14, PDI inh -14, NR2E3 ag-2 -3, Cardio protect -3, iPSC survival up 0.4, Peg3 prom inh 8, MITF TRPM1 inh 5 and CaV13 FRET inh -3.
For CCN(CC)S(=O)(=O)c1ccc2c(c1)c(C(=O)O)cn2C the results were NR2E3 ag-1 -28, Shn3 3UTR inh 1, m5-HT2A agonist 2, HIF-2a block 8, PDI inh 6, NR2E3 ag-2 -1, Cardio protect 22, iPSC survival up 0.6, Peg3 prom inh 5 and MITF TRPM1 inh 2.
O=C(CCl)c1ccc2c(c1)CCN2C(=O)C1CCCCC1 was read as NR2E3 ag-1 -24, Shn3 3UTR inh 9, m5-HT2A agonist 6, HIF-2a block -19, PDI inh 5, NR2E3 ag-2 -3, Cardio protect -23, iPSC survival up 0.5, Peg3 prom inh 105*, MITF TRPM1 inh 18 and CaV13 FRET inh -3.
Screening O=C1CCCc2[nH]c3cccc(/C(=C/c4ccccc4)c4ccccc4)c3c21 returned NR2E3 ag-1 4, Shn3 3UTR inh 6, m5-HT2A agonist 1, HIF-2a block 19, PDI inh 1, NR2E3 ag-2 3, Cardio protect -3, iPSC survival up -1.7, Peg3 prom inh 7, MITF TRPM1 inh 6 and CaV13 FRET inh -9.
For O=C(CSc1nnc(COc2ccc(Cl)cc2)o1)N1CCOCC1 the results were NR2E3 ag-1 21, Shn3 3UTR inh -30, m5-HT2A agonist 0, HIF-2a block 14, PDI inh 3, NR2E3 ag-2 -1, Cardio protect -3, iPSC survival up 0.2, Peg3 prom inh 10, MITF TRPM1 inh -2 and CaV13 FRET inh 4.
For CC(=O)NCC1CCCN(Cc2cn(-c3ccccc3)nc2-c2ccc3c(c2)OCO3)C1 (configuration not stated) the results were NR2E3 ag-1 -8, Shn3 3UTR inh -45, m5-HT2A agonist -5, HIF-2a block -1, PDI inh -1, NR2E3 ag-2 2, Cardio protect 12, iPSC survival up -0.5, Peg3 prom inh 9, MITF TRPM1 inh 0 and CaV13 FRET inh 4.
Cc1c(-c2csc(N)n2)cnn1C was read as NR2E3 ag-1 -12, Shn3 3UTR inh -24, m5-HT2A agonist 7, HIF-2a block 11, PDI inh 9, NR2E3 ag-2 3, Cardio protect 10, iPSC survival up -0.4, Peg3 prom inh 9, MITF TRPM1 inh 1 and CaV13 FRET inh 0.
C=CC[C@@H](CC(=O)N[C@H](CO)Cc1ccccc1)C(=O)NC[C@H](OC(=O)[C@@H](CC=C)Cc1ccc(F)cc1)c1ccccc1 was read as NR2E3 ag-1 -6, Shn3 3UTR inh -59, m5-HT2A agonist 5, HIF-2a block -2, PDI inh 1, Cardio protect 47, iPSC survival up -1.9, Peg3 prom inh 79*, MITF TRPM1 inh -7 and CaV13 FRET inh -5.
CCCc1ccc(C(=O)CN2C(=O)C(=O)N(C3CCCC3)C2=O)cc1 was read as NR2E3 ag-1 10, Shn3 3UTR inh 6, m5-HT2A agonist 18*, HIF-2a block -105, PDI inh 10, NR2E3 ag-2 3, Cardio protect -2, iPSC survival up 0.6, Peg3 prom inh -80, MITF TRPM1 inh -16 and CaV13 FRET inh -4.
O=C(NO)c1ccc(OC(F)F)cc1 was read as NR2E3 ag-1 -22, Shn3 3UTR inh -24, m5-HT2A agonist -1, HIF-2a block -41, PDI inh -4, NR2E3 ag-2 1, Cardio protect 8, iPSC survival up -1.1, Peg3 prom inh 13, MITF TRPM1 inh 5 and CaV13 FRET inh -5.
`COc1cc(OC)c(C2N(c3cc(C)on3)C(=O)C3CCCN32)cc1OC` (configuration not stated) gave NR2E3 ag-1 0, Shn3 3UTR inh 6, m5-HT2A agonist 0, HIF-2a block 17, PDI inh 15, NR2E3 ag-2 0, Cardio protect 6, iPSC survival up -1.8, Peg3 prom inh -7, MITF TRPM1 inh -8 and CaV13 FRET inh -5.
Screening Cc1ccc2occ(/C=N/NC(=O)c3ccncc3)c(=O)c2c1 returned NR2E3 ag-1 -7, Shn3 3UTR inh 2, m5-HT2A agonist -5, HIF-2a block 13, PDI inh 4, Cardio protect -4, iPSC survival up -0.5, Peg3 prom inh 17 and MITF TRPM1 inh -6.
